SW480 rerep: DNA re-replication induction in SW480 cells; SW480 DNA re-replication, Hoechst DNA content imaging, 48 h; Potency, µM (series often up to 46.1 µM), for the others: at the top dose re-replication activation, hits mostly activators; 340,000 tested, 1.8% active; also: potency is read from the fitted curve at half-maximal effect; % of control where 0% means no effect; nearly all actives have a fitted effect of over 55% in size
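SW480 cells exposed to compounds for 48 hr at 37 C, 5% CO2, then Hoechst-stained 40 min. Nuclear DNA content imaged by fluorescence scanning (405 nm excitation, 500-530 nm emission); re-replication scored as increased high-intensity nuclei.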
HT1080 IDH1KD tx: HT-1080 IDH1 knockdown cell toxicity (counter line) | AID 686971 | Potency, µM (series often up to 46.1 µM), inactives show top-dose activity, negative = toxicity, usual class: cytotoxic | 360,000 tested, 2% active | HT-1080 IDH1 knockdown viability, ATP luminescence, 48 h;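 also: potency is read from the fitted curve at half-maximal effect; 0% = DMSO wells and -100% = cell-free medium wells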
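Assay cells: HT-1080 with IDH1 knockdown, 750 per well, RPMI/5% FBS. Exposure: 48 h at 37 °C following 2 h pre-incubation. Read: CellTiter-Glo luminescence; fitted concentration-response, curve class assigned.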
HT1080NT lethal: kills 2HG-producing HT-1080-NT fibrosarcoma cells | AID 686970 | Potency, µM (titrated, usually from 46.1 µM), for inactives: top-dose activity, negative = less viability, hits mostly cytotoxic | HT-1080-NT fibrosarcoma viability, CellTiter-Glo ATP luminescence, 48 h | 360,000 tested, 1.6% active;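 also: NT is the 2HG producing partner of a matched IDH1 knockdown line; potency is read from the fitted curve at half-maximal effect; 0% = DMSO-treated cells and -100% = media-only wells without cells; nearly all actives have a fitted effect of over 55% in size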
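Fibrosarcoma NT cells, 750 per well in 5% FBS RPMI, were exposed to compound for 48 hours. Viability: CellTiter-Glo luminescence.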
KB-3-1 tox: KB-3-1 parental cell cytotoxicity | KB-3-1 viability, CellTiter-Glo ATP luminescence, 72 h | Potency, µM (highest dose often 46.1 µM), without a hit: at the highest dose activity change, negative = cytotoxic, actives largely listed as cytotoxic | 400,000 tested, 1.4% active | AID 1347075; also: potency is read from the fitted curve at half-maximal effect; % is scaled to controls: 0 for no effect and ±100 for the full control effect; nearly all actives have a fitted effect of over 60% in size
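Parental KB-3-1 adenocarcinoma cells in phenol-red-free DMEM with 10% FBS were pin-treated with compounds at several concentrations, incubated 72 h at 37 °C, and viability read by CellTiter-Glo luminescence; concentration-effect curves were fitted after normalization.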
KB-V1 cytotox: KB-V1 MDR subline cytotoxicity | Potency, µM (series often up to 46.1 µM), inactives show top-dose activity change, negative = cytotoxicity, usual class: cytotoxic | KB-V1 MDR cells viability, CellTiter-Glo, 72 h | 400,000 tested, 3.4% active; also: potency is read from the fitted curve at half-maximal effect; % is scaled to controls: 0 for no effect and ±100 for the full control effect; nearly all actives have a fitted effect of over 60% in size
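Compound-treated KB-V1 multidrug-resistant cells, 72 h, 37 degrees C; viability by CellTiter-Glo. Fitted qHTS curves give the values.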
ATXN2 expr inh: inhibitors of ATXN2 expression; Potency, µM (doses to about 57 µM), for inactives: top-dose activity change, negative = inhibition, actives largely listed as inhibitors; AID 1745845; 360,000 tested, 0.72% active; HEK-293 ATXN2-luciferase reporter, luminescence, 24 h; also: potency is read from the fitted curve at half-maximal effect; % is scaled to controls: 0 for no effect and ±100 for the full control effect; nearly all actives have a fitted effect of over 55% in size
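ATXN2-luciferase reporter cells (luciferase flanked by upstream and downstream ATXN2 gene portions) were treated 24 h at 37 °C with compounds at up to 57 uM. SteadyGlo luminescence gave expression; GF-AFC fluorescence gave viability.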
IL-1B inflam inh: inflammasome signaling inhibition, IL-1 beta readout. THP-1 LPS/ATP IL-1B secretion, AlphaLISA, 16 h; stronger effect = lower value. activity change, % at 57.5 µM. 360,000 tested, 4.7% active. AID 743279; in the data active = activity change below about -50%; inconclusive = mostly about -30% to -49%; also: % is scaled to controls: 0 for no effect and ±100 for the full control effect
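THP-1 cells pretreated 1 hr with compounds (up to 57.5 uM final), then stimulated with LPS (250 ng/mL final) plus ATP (1.25 mM final); secreted IL-1B measured by AlphaLISA after 16 hr, decreased signal indicating inhibition.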
WRN inhibitor: blocks human WRN helicase | Q14191 | WRN helicase unwinding, fluorescent forked duplex, kinetic | Potency, µM (doses to about 114 µM), for inactives: at the highest dose activity change, negative = inhibition, usual class: inhibitors | 360,000 tested, 0.46% active | AID 651768; also: potency is read from the fitted curve at half-maximal effect; % is scaled to controls: 0 for no effect and ±100 for the full control effect; nearly all actives have a fitted effect of over 55% in size
Target sequence (Q14191 whole entry, looked up): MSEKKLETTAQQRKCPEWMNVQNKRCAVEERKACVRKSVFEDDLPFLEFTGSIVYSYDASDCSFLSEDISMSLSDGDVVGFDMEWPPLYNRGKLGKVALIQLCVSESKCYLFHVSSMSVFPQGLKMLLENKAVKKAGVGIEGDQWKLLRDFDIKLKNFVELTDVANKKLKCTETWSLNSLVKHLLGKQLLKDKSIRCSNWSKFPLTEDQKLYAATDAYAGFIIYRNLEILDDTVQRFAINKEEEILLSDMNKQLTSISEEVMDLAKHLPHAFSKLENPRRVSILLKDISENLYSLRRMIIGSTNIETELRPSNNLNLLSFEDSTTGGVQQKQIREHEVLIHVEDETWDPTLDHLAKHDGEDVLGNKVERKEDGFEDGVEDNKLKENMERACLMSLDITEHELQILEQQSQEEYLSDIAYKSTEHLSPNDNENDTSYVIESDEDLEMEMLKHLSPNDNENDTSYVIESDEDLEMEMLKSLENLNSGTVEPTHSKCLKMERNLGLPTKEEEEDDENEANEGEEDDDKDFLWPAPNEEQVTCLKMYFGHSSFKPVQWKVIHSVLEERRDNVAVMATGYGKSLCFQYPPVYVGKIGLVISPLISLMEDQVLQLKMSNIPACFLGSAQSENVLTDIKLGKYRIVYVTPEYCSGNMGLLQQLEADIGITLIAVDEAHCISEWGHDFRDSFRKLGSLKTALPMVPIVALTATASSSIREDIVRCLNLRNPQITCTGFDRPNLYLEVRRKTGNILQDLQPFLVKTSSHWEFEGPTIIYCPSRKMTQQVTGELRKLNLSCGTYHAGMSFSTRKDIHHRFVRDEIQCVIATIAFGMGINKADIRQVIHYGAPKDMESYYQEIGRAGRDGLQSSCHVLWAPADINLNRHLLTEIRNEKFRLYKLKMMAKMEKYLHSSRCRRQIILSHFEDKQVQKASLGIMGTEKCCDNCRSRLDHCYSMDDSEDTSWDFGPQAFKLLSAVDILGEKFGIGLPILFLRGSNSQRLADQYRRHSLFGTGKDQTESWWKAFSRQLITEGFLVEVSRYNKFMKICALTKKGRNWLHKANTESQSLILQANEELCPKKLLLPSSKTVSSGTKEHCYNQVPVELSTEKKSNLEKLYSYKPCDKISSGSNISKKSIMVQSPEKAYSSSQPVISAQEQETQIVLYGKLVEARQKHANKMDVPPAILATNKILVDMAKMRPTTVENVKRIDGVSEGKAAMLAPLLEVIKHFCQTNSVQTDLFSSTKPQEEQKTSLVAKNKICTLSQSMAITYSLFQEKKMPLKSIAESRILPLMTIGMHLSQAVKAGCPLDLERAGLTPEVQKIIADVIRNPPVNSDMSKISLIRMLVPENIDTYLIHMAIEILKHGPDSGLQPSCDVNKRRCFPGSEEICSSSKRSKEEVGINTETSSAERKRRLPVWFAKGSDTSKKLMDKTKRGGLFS
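WRN at 20 nM final preincubated with compound 15 min at room temperature; reaction started with 100 nM fluorophore/quencher forked duplex oligonucleotide and 2 mM ATP final. Unwinding followed kinetically by red fluorescence (ex 525, em 598 nm).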
MCF10A rerep: induces DNA re-replication in MCF 10a normal breast cells. 350,000 tested, 2.9% active. MCF 10A DNA re-replication, Hoechst nuclear intensity, 48 h. Potency, µM (titrated, usually from 46.1 µM), inactives show at the top dose activity, positive = re-replication, most hits filed as activators; also: potency is read from the fitted curve at half-maximal effect; % of control where 0% means no effect; nearly all actives have a fitted effect of over 50% in size
* marks the source's active call; other numbers are inactive results; ? = inconclusive; · = not tested or not shown; [ ] = dose if it differs, or a comment. Unless noted, calls follow the shape of the dose curve; as a rule, active = well fitted curve in the direction sought with a large enough effect; inconclusive = small, poorly fitted or top-dose-only effect, or another doubt; inactive = no such curve, though single readings can be large; an effect the other way counts as inactive or inconclusive.

Each structure is followed by: KB-V1 cytotox	MCF10A rerep	IL-1B inflam inh	HT1080 IDH1KD tx	HT1080NT lethal	ATXN2 expr inh	SW480 rerep	KB-3-1 tox	WRN inhibitor
> CCN(CC)S(=O)(=O)c1ccc2oc(C(=O)NC(C)C)c(C)c2c1
→ -22%	16%	14	-12%	-19%	0%	2%	-1%	-2%
> CN(C)c1ccncc1C(=O)Nc1ccc(F)cc1F
→ -7%	2%	-9	14%	15%	17%	-3%	11%	11%
> COc1cccc(OCc2ccc(C(=O)NCC3CCCO3)cc2)c1 (stereo unspecified)
→ -17%	5%	-6	0%	-17%	-11%	-697%[inhibitor]	-24%	-4%
> Cc1ccc(-n2ncc3c2CCCC3NC(=O)CCN2CCCC2=O)cc1C (stereo unspecified)
→ 23%	8%	50	-8%	-1%	-9%	8%	-18%	1%
> CSc1nc2nccc(/C=C\c3ccccc3)n2n1
→ ?	?	-105*	?	?	-23%	?	?	-16%
> O=C(CN1CCOCC1)N/N=C/c1ccc(-c2ccc(C(=O)O)cc2)o1
→ -1%	2%	2	13%	14%	3%	-3%	6%	-8%
> CC(C)NC(=O)COc1nncc2ccccc12
→ 0%	0%	-4	7%	10%	16%	-4%	-1%	-1%
> Cc1ccc(C(=O)Nc2cc3c(cc2N2CCCCC2)n(C)c(=O)n3C)cc1
→ 20%	?	60	21%	14%	7%	29%	18%	-1%
> COc1ccc(-n2c(SCC#N)nc3c(sc(=S)n3-c3ccccc3)c2=O)c(OC)c1
→ 0%	3%	-21	-9%	2%	1%	?	?	-10%
> CCOC(=O)C1CCN(C(=O)CCc2nnc3ccc(N4CCC(C)CC4)nn23)CC1
→ -1%	0%	0	6%	-2%	-1%	-7%	24%	5%
> CC1CCCN(C(=O)COc2ccc(Nc3ccccc3)cc2)C1 (stereo unspecified)
→ -23%	-1%	0	0%	-6%	5%	1%	19%	6%
> C/C(=N\NC(=O)c1ccc2c(c1)OCO2)c1ccc(O)cc1
→ 0%	3%	5	?	?	27%	-2%	2%	3%
> CCN(C)C1CN(Cc2cn(Cc3ccc(C(F)(F)F)cc3)nn2)S(=O)(=O)C1 (stereo unspecified)
→ -26%	·	1	1%	3%	10%	·	0%	-9%
> O=C(NC1CCCC1)C(c1cccnc1)N(Cc1ccccc1F)C(=O)c1csnn1 (stereo unspecified)
→ ?	-6%	7	1%	2%	-12%	7%	2%	5%
> Nc1nnc2c(C(F)(F)F)nc3ccccc3n12
→ 18%	-1%	29	-14%	-3%	6%	7%	-3%	-13%
> COc1ccc(C2(C)NC(=O)N(CC(=O)c3cc(C)n(C4CC4)c3C)C2=O)cc1OC (stereo unspecified)
→ 23µM*	10%	7	2%	5%	-7%	-1%	?	3%
> Clc1cccc2sc(-c3nnc(-c4ccccc4)o3)c(Cl)c12
→ ?	12%	41	10%	5%	25%	-2%	-1%	?
> CCOc1ccc(-c2nn(-c3ccccc3)cc2/C=C2\SC(=S)N(C3CCS(=O)(=O)C3)C2=O)cc1 (stereo unspecified)
→ 9%	-1%	-22	0%	2%	-5%	2%	21%	2%
> CCC(C)(C(=O)NC1CCCCC1)N(C(=O)CC1NC(=O)NC1=O)c1c(C)n(C)n(-c2ccccc2)c1=O (stereo unspecified)
→ 1%	0%	7	11%	8%	-6%	0%	20%	8%
> Cc1ccc2nc(SCCC#N)nc(C)c2c1
→ -5%	3%	15	6%	-4%	15%	-3%[9.22 µM]	-1%	2%
> Cc1ccc(S(=O)(=O)Nc2ccc(S(=O)(=O)N3CCOCC3)cc2)cc1
→ -2%	10%	0	0%	-10%	0%	2%	12%	-26%
> CCOC(=O)c1ccc(S(=O)(=O)N2CCN(C(=O)c3cccc(S(=O)(=O)N4CC(C)OC(C)C4)c3)CC2)cc1 (stereo unspecified)
→ 2%	5%	-20	-9%	1%	-15%	4%	-4%	-9%
> Brc1ccc(OCc2nc(-c3ccccn3)n[nH]2)cc1
→ -2%	-4%	-13	?	-27%	-10%	-4%	-3%	-3%
> COc1ccc(C(=O)NCCSCc2ccc(C)cc2)cc1
→ -21%	-7%	-12	11%	14%	0%	-6%	7%	10%
> CSc1ncccc1C(=O)OCC(=O)NCc1ccc2c(c1)OCO2
→ 3%	8%	22	1%	-1%	·	-3%	0%	-3%
> Cn1c(SCc2nc3ccccc3s2)nnc1-c1cccs1
→ ?	-1%	0	-3%	1%	38%[activator]	-2%	3%	-5%
> O=C(CSc1ncnc2c1nnn2Cc1ccccc1)NC1CCCCC1
→ 4%	23µM*	-95*	7%	2%	-27%	?	-4%	-19%
> COc1ccccc1N(C(=O)c1snc(C(N)=O)c1N)C(C(=O)NCCC(C)C)c1ccco1 (stereo unspecified)
→ 9%	-13%	-19	-28%	6%	4%	0%	2%	8%
> O=C1CCc2ccccc2N1
→ 10%	-5%	27	4%	2%	6%	1%	5%	-3%
> OCCNc1ncnc2c1ncn2[C@H]1CN(Cc2ccncc2)C[C@@H](CO)O1
→ 4%	·	-89*	22%	10%	6%	·	0%	-2%
> COc1ccc(CCNC(=O)c2ccc(CSc3ccccc3)o2)cc1
→ ?	17%	-59*	-2%	-7%	-11%	0%	3%	-10%
> O=C(O)c1ccc2c(=O)n3c(nc2c1)/C(=C/c1ccc(Cl)c([N+](=O)[O-])c1)CC3
→ 7%	7%	-64*	18%	22%	?	-9%	?	-10%
> COc1ccc(S(=O)(=O)N2CCN(C)CC2)cc1NC(=O)c1ccccc1
→ 0%	-23%	12	2%	-9%	1%	-8%	2%	-1%[57.1 µM]
> CCN(CC(=O)Nc1ccccc1OC)C(=O)CN1C(=O)NC(C)(c2ccccc2)C1=O (stereo unspecified)
→ -9%	0%	-11	-7%	9%	-5%	-4%	0%	5%
> O=C(Cc1c(F)c(F)c(F)c(F)c1F)Nc1nc(-c2ccccc2)cs1
→ ?	18µM*	-79*	16µM*	?	30%	-10%	?	-13%
> CC(Sc1nnc(Cc2cccs2)n1C1CCCCC1)C(N)=O (stereo unspecified)
→ 2%	0%	-19	15%	7%	2%	-2%	0%	-1%
> CN(CC(=O)Nc1ccccc1Cl)CC(=O)c1c(N)n(Cc2ccccc2)c(=O)n(C)c1=O
→ -9%	-3%	15	4%	6%	9%	-13%	8%	4%
> Nc1nc(-c2ccc3c(c2)NC(=O)CO3)cs1
→ -7%	11%	-14	-13%	-2%	1%	9%	-3%	-3%
> Cc1ccc(NC(=O)CC2S/C(=N/N=C/c3c[nH]c4ccccc34)NC2=O)cc1 (stereo unspecified)
→ 0%	-6%	12	-15%	-2%	-10%	-4%	4%	4%
> CCc1ccc(N2CC(C(=O)N/N=C/c3ccccc3OC)CC2=O)cc1 (stereo unspecified)
→ -1%	10%	-3	-1%	-9%	1%	-5%	-8%	-11%
> Cc1cc(C(=O)Nc2ccccc2C(=O)N2CCCCC2)ccc1[N+](=O)[O-]
→ 0%	?	-13	-10%	-6%	-24%	2%	-7%	-10%
> CC1Cc2ccccc2N1c1ncnc(N)c1[N+](=O)[O-] (stereo unspecified)
→ ?	?	-92*	6%	-11%	·	-24%	-28%	-1%
> CCCCCn1c(CN2CCN(Cc3ccccc3)CC2)nc2c1c(=O)[nH]c(=O)n2C
→ -2%	0%	-1	7%	5%	-7%	2%	13%	5%
> CN(CC1CCCN(CCc2cccc(C(F)(F)F)c2)C1)C(=O)c1cc2ccccc2o1 (stereo unspecified)
→ -21%	18%	-60*	-12%	-1%	·	-15%	-12%	2%
> C[C@@H](C(=O)Nc1ccc2ccccc2c1)[C@H]1C[C@]1(C)[C@H](NS(=O)(=O)c1ccc(-c2ccccc2)cc1)c1ccccc1
→ -6%	15%	6	1%	-1%	1%	7%[9.22 µM]	0%	2%
> COc1ccccc1C(=O)NCCc1nc2ccccc2[nH]1
→ -4%	0%	-9	19%	12%	-1%	-1%	-2%	2%
> COc1ccc(/C(O)=C2/C(=O)C(=O)N(CCCN3CCOCC3)C2c2ccc(Cl)cc2)cc1 (stereo unspecified)
→ -16%	·	-19	3%	-2%	·	·	0%	0%
> CCN(C(=O)CSc1ncccc1C(=O)O)C1CCCCC1
→ 8%	8%	0	14%	5%	·	-64%[inhibitor]	2%	-1%
> CCc1ccc2nc(N(CCN(C)C)C(=O)c3ccc4ncsc4c3)sc2c1
→ -15%	?	-76*	-1%	-27%	32%	-2%	3%	-6%

For reference, 3 of the compounds above.
Each structure is followed by: KB-V1 cytotox	MCF10A rerep	IL-1B inflam inh	HT1080 IDH1KD tx	HT1080NT lethal	ATXN2 expr inh	SW480 rerep	KB-3-1 tox	WRN inhibitor
> COc1ccc(/C(O)=C2/C(=O)C(=O)N(CCCN3CCOCC3)C2c2ccc(Cl)cc2)cc1 (stereo unspecified)
→ -16%	·	-19	3%	-2%	·	·	0%	0%
> CCN(C(=O)CSc1ncccc1C(=O)O)C1CCCCC1
→ 8%	8%	0	14%	5%	·	-64%[inhibitor]	2%	-1%
> CCc1ccc2nc(N(CCN(C)C)C(=O)c3ccc4ncsc4c3)sc2c1
→ -15%	?	-76*	-1%	-27%	32%	-2%	3%	-6%

Screening data (PubChem)
